LMPTP inh = LMPTP phosphatase inhibitors, primary screen, biochemical, fluorescence intensity, uHTS; recombinant LMPTP-A, OMFP fluorogenic substrate; inhibition, % at 20 µM; 0.22% of 360,000 active;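 active = compounds that cut the enzyme signal by at least half of the control window in the single-dose screen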;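 note: plate controls were DMSO wells with enzyme plus substrate for no effect and substrate without enzyme for full effect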
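material = LMPTP-A | quantity = 0.625 nM enzyme | reagent = OMFP substrate, 400 µM final | buffer or medium = Bis-Tris pH 6.0, DTT, detergent | detection = endpoint fluorescence intensity from OMFP dephosphorylation | dosing = single 20 µM dose | read-out basis = % inhibition relative to no-enzyme and uninhibited control wells | control set = no-enzyme and uninhibited controls | timing = 50 min at room temperature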
NadD inh = inhibitors of S. aureus NadD, primary screen, biochemical, colorimetric, uHTS; purified NadD enzyme, colorimetric absorbance read-out; 0.78% of 360,000 active; Nicotinate-nucleotide adenylyltransferase NadD (Staphylococcus aureus N315); inhibition, % at 20 µM; AID 602399, 2012; in the data active = inhibition above about 26%; note: some compounds past the cut are filed as inactive
MsrA inhibitor = bovine MsrA enzyme inhibitors, primary screen, biochemical, absorbance, HTS. inhibition, % at 15.5 µM. Methionine sulfoxide reductase A (Bos taurus). 0.75% of 360,000 active. purified bovine MsrA, absorbance read-out. AID 651718, 2012; in the data active = inhibition above about 4.5%;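 note: 0% = vehicle wells with enzyme and 100% = reference inhibitor wells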
STEP block = STEP phosphatase inhibitors, primary screen, biochemical, fluorescence intensity, uHTS; Tyrosine-protein phosphatase non-receptor type 5 (Homo sapiens), P54829; inhibition, % at 20 µM; recombinant STEP, OMFP fluorogenic substrate; 0.25% of 360,000 active;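 active = inhibition at 20 µM, scaled per plate between control wells, above about 37%, limit read from the data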;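 note: 0% = DMSO with enzyme and substrate and 100% = substrate only without enzyme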
Target sequence (P54829 whole entry, looked up): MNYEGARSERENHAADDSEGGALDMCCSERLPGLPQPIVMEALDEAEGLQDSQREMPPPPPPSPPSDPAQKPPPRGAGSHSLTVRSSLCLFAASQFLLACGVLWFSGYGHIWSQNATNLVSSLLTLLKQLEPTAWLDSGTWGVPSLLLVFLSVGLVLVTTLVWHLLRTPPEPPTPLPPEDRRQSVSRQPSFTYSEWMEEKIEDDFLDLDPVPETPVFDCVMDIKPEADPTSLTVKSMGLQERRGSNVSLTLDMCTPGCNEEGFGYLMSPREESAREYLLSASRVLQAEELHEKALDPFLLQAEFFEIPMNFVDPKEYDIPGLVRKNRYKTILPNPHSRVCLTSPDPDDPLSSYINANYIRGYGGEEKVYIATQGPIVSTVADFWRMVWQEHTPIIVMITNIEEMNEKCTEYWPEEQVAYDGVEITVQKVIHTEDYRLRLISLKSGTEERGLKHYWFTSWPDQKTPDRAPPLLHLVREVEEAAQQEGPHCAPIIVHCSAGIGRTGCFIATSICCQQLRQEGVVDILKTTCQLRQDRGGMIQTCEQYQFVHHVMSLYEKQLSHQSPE
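System: isolated STEP enzyme; schedule: 20 min enzyme reaction at room temperature, protected from light; medium: Bis-Tris buffer pH 6.0, 2.5 mM DTT, 0.005% Tween 20; signal: fluorescence, 480/540 nm; dosing: single compound dose of 20 µM, 1% DMSO final; also added: OMFP substrate, 25 µM final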
DNMT1 inh = human DNMT1 methyltransferase inhibitors, primary screen, biochemical, molecular beacon, fluorescence, HinP1I cleavage, uHTS. DNA (cytosine-5)-methyltransferase 1 (Homo sapiens), P26358. inhibition (reported as % activation of signal), % at 10 µM. 0.83% of 360,000 active. AID 588458, 2011; in the data active = inhibition above about 50%
Rpn11 inh = Rpn11 (PSMD14) deubiquitinase inhibitors, primary screen, biochemical, fluorescence polarization, uHTS | 0.59% of 360,000 active | calls only at 20 µM | human 26S proteasome, Ub4-pepOG fluorescence polarization; 20S core pre-blocked with epoxomicin;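 active = inhibition at 20 µM, scaled to each plate's controls, above about 33%, limit read from the data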
Target sequence (O00487 whole entry, looked up): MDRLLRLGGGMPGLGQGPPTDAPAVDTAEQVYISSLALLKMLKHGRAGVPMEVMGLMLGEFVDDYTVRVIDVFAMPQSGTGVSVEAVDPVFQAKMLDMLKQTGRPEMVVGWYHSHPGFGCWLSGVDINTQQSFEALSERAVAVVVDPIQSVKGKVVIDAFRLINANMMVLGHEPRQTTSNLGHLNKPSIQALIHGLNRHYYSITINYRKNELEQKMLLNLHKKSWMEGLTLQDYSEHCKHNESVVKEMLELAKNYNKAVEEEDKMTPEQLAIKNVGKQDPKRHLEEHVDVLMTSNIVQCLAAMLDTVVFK
Tb MetRS inh = T. brucei MetRS inhibitors, primary screen, biochemical, luminescence; methionyl-tRNA synthetase (Trypanosoma brucei brucei); purified T. brucei MetRS, ATP depletion, Kinase-Glo luminescence; inhibition, % at 11.9 µM; 0.4% of 360,000 active;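 active = inhibition above a per-plate cutoff of the control wells' mean inhibition plus 3 SD, cut at about 5.5% in these data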;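 note: 0% = DMSO wells median and 100% = median of wells with control inhibitor compound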
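assay system = parasite MetRS enzyme | timing = 15 min preincubation, 2 h reaction, all 25 °C | evaluation = percent inhibition relative to median high and low control wells | medium = HEPES buffer containing pyrophosphatase, BSA, spermine, DTT | compound = single dose, 11.9 µM final nominal, 0.9% final DMSO | detection = Kinase-Glo luminescence, ATP depletion format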
CSN inh = inhibitors of CSN-mediated cullin deneddylation, primary screen, biochemical, fluorescence polarization, uHTS | 0.38% of 360,000 active | Purified CSN, SCF-Nedd8-OG deneddylation | inhibition, % at 12.5 µM | AID 651999, 2013 | COP9 signalosome complex subunit 5 (Homo sapiens), Q92905;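 active = pattern-corrected inhibition above about 35%, with an unprinted fluorescence ratio check between 0.5 and 1.5, limit read from the data, passing the limit was not always enough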;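 note: 0% = enzyme with substrate and 100% = substrate without enzyme; some results filed as inactive read as strong as hits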
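Test system: purified human Csn5 enzyme expressed in HEK293T cells. Amount: 0.24 nM enzyme. Reagent: SCFSkp2-Nedd8OG substrate at 10 nM final. Schedule: 90 min incubation of compound, enzyme and substrate at room temperature. Detection: fluorescence polarization. Read-out: % inhibition of substrate cleavage by Csn5.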
SUMO1 PPI mod = modulators of SUMO1 protein-protein interactions, primary screen, biochemical, uHTS. Small ubiquitin-related modifier 1 (Homo sapiens), P63165. SUMO1 binding to a labelled peptide, TR-FRET, 1 h. inhibition, % at 20 µM. 0.33% of 360,000 active; in the data active = inhibition above about 37%
Target sequence (P63165 whole entry, looked up): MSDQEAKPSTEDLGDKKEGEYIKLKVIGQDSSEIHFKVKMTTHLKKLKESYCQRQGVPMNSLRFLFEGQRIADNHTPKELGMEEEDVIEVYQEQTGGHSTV
Scp-1 inhibitor = Scp-1 phosphatase inhibitors, primary screen, biochemical, colorimetric, uHTS | Carboxy-terminal domain RNA polymerase II polypeptide A small phosphatase 1 (Homo … | Recombinant Scp1, phosphopeptide, malachite green phosphate absorbance | inhibition, % at 20 µM | 0.88% of 340,000 active | AID 493091, 2011;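 active = inhibition above about 50% at 20 µM, limit read from the data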;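 note: plate controls were DMSO wells with enzyme for no effect and wells lacking enzyme for full effect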
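Test system: SCP-1 phosphatase catalytic domain, residues 76-261 | Compound dosing: One concentration, 20 µM, with 1.0% DMSO | Schedule: 45 min room-temperature reaction, 5 min colour, 30 min stabiliser | Detection: Absorbance at 630 nm | Read-out basis: % inhibition of SCP-1 phosphate liberation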
The depositor's hits bear a star; i = inactive; x = not tested or not shown.

SMILES	LMPTP inh	NadD inh	MsrA inhibitor	STEP block	DNMT1 inh	Rpn11 inh	Tb MetRS inh	CSN inh	SUMO1 PPI mod	Scp-1 inhibitor
Cc1ccc(CNC(=O)CN(c2cccc([N+](=O)[O-])c2)S(=O)(=O)c2ccccc2)cc1	0.2	-6	-0.6	-2	-2	i	-0.3	-1	-16	-10
COc1ccc2c(c1)nc(SCC(O)c1ccccc1)n2C (configuration not stated)	-0.8	-1	0.9	-3	3	i	0.1	-4	5	4
CCNc1nc(Cl)nc(NC2CCCCC2)n1	0.5	1	-0.9	-2	-3	i	-0.6	-3	6	-10
Nc1nc(C23CC4CC(CC(C4)C2)C3)[nH]c(=O)n1	-2.3	-6	0.8	0	1	i	0.1	13	5	3
CCn1c(CSCc2ccc(Cl)cc2)n[nH]c1=S	-2.5	-3	-0.9	1	3	i	-0.9	-13	1	4
CCn1c(SCC(=O)Nc2cc(C)on2)nnc1-c1cccnc1	-1.0	-11	x	-1	0	i	-0.4	1	-1	-6
O=c1cc2c(nn1Cc1ccccc1)-c1ccccc1CC2	-1.7	-7	-0.6	1	0	i	-0.9	4	-1	-5
CN(C(=O)Nc1ccccc1)C1CCCc2ccccc21 (configuration not stated)	-1.2	-5	0.2	-2	1	i	0.0	8	-3	-3
Cc1cc(C[n+]2cc(Cl)ccc2N)c2ncccc2c1	-1.9	-7	-0.1	-4	2	i	-0.3	-2	-1	0
COc1ccc(C)cc1NC(=O)C/C(C)=N/NC(=O)Cc1cccc2ccccc12	1.3	-4	-0.4	1	-1	i	-0.6	2	-6	-8
CNc1nc2c(-c3ccc(Cl)cc3)nnn2c2ccccc12	76*	-2	-0.2	4	21	i	0.1	-1	-31	-7
Cc1ccc(S(=O)(=O)N2CCN=C2SC(C)c2ccccc2)cc1 (configuration not stated)	3.3	1	-0.7	4	-1	i	0.1	1	-1	-5
CCOc1ccccc1OCC(=O)NNC(=O)Cn1cnc2c1c(=O)n(C)c(=O)n2C	-0.7	-2	1.6	6	1	i	-0.3	-2	2	-9
CC(=O)OCC(=O)Nc1c(C)cc(C)cc1C	-0.5	-4	0.8	-3	0	i	-0.7	0	0	-1
O=C(CNS(=O)(=O)c1ccc(F)cc1)N1CCN(c2ccc(F)cc2)CC1	-0.7	-2	0.9	0	1	i	0.1	-7	2	2
COc1cc(CNC(C)(C)CO)cc(Br)c1OCc1ccc(Cl)cc1Cl	-1.2	-5	-1.2	-1	-3	i	-0.1	-12	3	-1
COc1ccc(OCC(=O)O/N=C(\N)c2ccc(OC)cc2)cc1	0.8	-7	-0.9	4	-1	i	-0.1	1	6	12
Cc1c(Cl)cccc1NC(=S)N1CCc2ccccc2C1	-0.4	-2	-2.3	3	2	i	-1.6	4	3	-9
Cc1nc2cc(C(=O)O)ccc2n1C1CCCCC1	-1.2	1	-0.2	-1	3	i	-1.0	4	1	-14
O=C(O)CCCNC(=O)Nc1ccccc1	0.0	-7	-0.3	-1	2	i	-0.2	-4	1	-3
COc1ccccc1NC(=O)c1ccc(NC(=O)COC(=O)c2ccc(O)cc2)cc1	1.6	1	0.1	2	-1	i	0.4	-1	12	-2
COc1cc(C2c3c(oc4c(C)cc(C)cc4c3=O)C(=O)N2Cc2cccnc2)ccc1O (configuration not stated)	0.6	2	1.1	1	-3	i	-0.6	-4	-16	1
OC[C@@H]1CN(Cc2ccc(F)cc2)C[C@H](n2cnc3c(N4CCN(c5ccccc5)CC4)ncnc32)O1	1.9	-1	-0.3	-2	-8	i	-0.1	-2	5	x
Cc1ccsc1C(=O)N1CC(=O)Nc2ccccc21	-3.0	-15	-0.8	-1	3	i	-1.5	-1	-4	-7

Rewritten with two lines to a compound: four of the compounds above.
Order of values: LMPTP inh	NadD inh	MsrA inhibitor	STEP block	DNMT1 inh	Rpn11 inh	Tb MetRS inh	CSN inh	SUMO1 PPI mod	Scp-1 inhibitor
> O=C(CNS(=O)(=O)c1ccc(F)cc1)N1CCN(c2ccc(F)cc2)CC1
→ -0.7	-2	0.9	0	1	i	0.1	-7	2	2
> COc1cc(CNC(C)(C)CO)cc(Br)c1OCc1ccc(Cl)cc1Cl
→ -1.2	-5	-1.2	-1	-3	i	-0.1	-12	3	-1
> COc1ccc(OCC(=O)O/N=C(\N)c2ccc(OC)cc2)cc1
→ 0.8	-7	-0.9	4	-1	i	-0.1	1	6	12
> Cc1c(Cl)cccc1NC(=S)N1CCc2ccccc2C1
→ -0.4	-2	-2.3	3	2	i	-1.6	4	3	-9

Later entries
SMILES	LMPTP inh	NadD inh	MsrA inhibitor	STEP block	DNMT1 inh	Rpn11 inh	Tb MetRS inh	CSN inh	SUMO1 PPI mod	Scp-1 inhibitor
CCC(c1nnnn1Cc1ccccc1)N1CCN(C(=O)c2ccco2)CC1 (configuration not stated)	-0.1	1	0.1	2	1	i	-0.1	-3	2	-2
NS(=O)(=O)c1ccc(NC(=O)Nc2ccc(S(N)(=O)=O)cc2)cc1	0.6	-6	-0.8	-1	3	i	0.5	-3	4	8
Cc1ccc(-c2cn(CCC(=O)O)c(-c3ccc(Cl)nc3)n2)cc1	-2.0	2	-0.1	-1	1	i	-0.3	108	-6	0
O=C(CSc1ccccc1)NC1=NCCS1	0.1	-3	0.0	-3	2	i	-0.4	1	-1	-4
O=C(CNC(=O)c1ccc(F)cc1)c1ccccc1	-0.7	2	-0.3	-2	-1	i	-0.3	0	-1	-1
Cc1noc(C)c1S(=O)(=O)Nc1ccc(C(=O)N2CCN(c3cccc(Cl)c3)CC2)cc1	2.3	9	-0.3	-2	-5	i	0.2	1	6	-3
O=C(Nc1cccc2ccccc12)N1N=CCC1c1ccccc1 (configuration not stated)	-0.2	-4	0.0	0	-3	i	-0.3	-1	-8	-7
CC(=O)Nc1ccc(N(C(=O)c2cnccn2)C(C(=O)NC2CCCCC2)c2ccc(O)cc2)cc1 (configuration not stated)	-1.5	5	0.7	-3	-5	i	-0.4	-1	0	-5
CC(C)CCN1CCN=C1Nc1ccccc1	-0.8	0	-0.9	-2	0	i	-0.1	-4	-1	-3
CCS(=O)(=O)Nc1cccc(C2=NN(S(=O)(=O)CC)C(c3cccs3)C2)c1 (configuration not stated)	-1.2	1	1.1	-1	-2	i	0.2	3	-14	6
Cc1ccc(Oc2ccccc2)c(NC=O)c1	-0.3	5	1.0	-3	-2	i	-0.8	3	1	-8
CCOc1cc(/C=N/NC(=O)c2cc(C)n(-c3ccc(F)cc3)c2C)ccc1O	2.6	15	2.7	5	-17	i	0.7	-2	-1	-2
Cc1nnsc1C(=O)NCc1c(F)cccc1Cl	1.0	-11	0.4	0	0	i	0.5	0	0	9
CCN(CC(=O)NCc1ccc(Cl)cc1)C(=O)CNS(=O)(=O)c1ccc(NC(C)=O)cc1	6.9	6	-0.2	6	4	i	-0.1	3	-3	16
COC(=O)c1cc2c(s1)-c1ccc(OC)cc1CC2	2.0	-1	-1.2	0	2	i	-0.8	2	-6	-27
CCCCNC(=O)NNC(=O)C1CC1(c1ccccc1)c1ccccc1 (configuration not stated)	-0.3	-2	-1.0	-1	0	i	-0.6	-2	1	-7
CCOC(=O)c1c(C)[nH]c(C(=O)OCC(=O)NC(C)C)c1C	-0.3	2	x	-3	-1	i	0.0	-3	2	-4
O=c1cc(CO)occ1OCc1cccc(F)c1	-1.2	2	1.0	3	3	i	0.3	4	1	-5
CCOC(=O)[C@@H]1[C@H]2COc3ccc(Br)cc3[C@@H]2N2C(=O)N(c3cccc(F)c3)C(=O)[C@@]12C	1.0	-6	-0.4	0	3	i	-0.4	-8	1	-14
Cc1nn(CCc2n[nH]c(=S)n2-c2ccc(F)cc2)c(C)c1[N+](=O)[O-]	-1.7	5	0.1	-2	3	i	0.0	0	-1	-7
COc1ccc(NC(=S)N2CCC(NC(=O)c3ccc(F)cc3)CC2)cc1	0.3	-3	0.0	2	0	i	-0.1	-3	-6	4
Cc1cccc(Nc2c(-c3ccc(O)cc3)nc3ncccn23)c1	-0.9	-1	1.9	2	-4	i	0.1	0	-8	-7
CN(c1ccccc1)S(=O)(=O)c1ccc(NC(=S)NC(=O)C2CC2)cc1	0.8	-2	0.4	-3	-7	i	-0.1	-18	3	-12
CC(NCc1ccc(F)cc1)C(=O)NC1CCCCC1 (configuration not stated)	-1.7	6	0.6	-4	6	i	-1.2	-4	1	-3
O=C(Oc1ccccc1)c1cccnc1Oc1ccccc1	0.6	-8	-0.7	2	-1	i	-0.5	0	-2	-3
Cc1ccc(C(=O)C2C(=O)c3ccccc3C2=O)cc1	-2.4	-3	1.0	5	-13	i	-0.4	4	-7	-15
O=C(Nc1ccccc1)c1cc(-n2cnnc2)ccc1Cl	-0.7	-5	0.4	-8	1	i	-0.7	0	3	-6
CC(C)(C)NC(=S)N1CCC2CC1c1cc(-c3ccc4c(c3)OCO4)ccc12 (configuration not stated)	0.2	-1	0.0	2	5	i	-0.9	-2	1	x
COc1ccc(CCNS(=O)(=O)c2ccc3c(c2)NC(=O)CO3)cc1OC	-1.2	0	0.0	-1	5	i	-0.8	1	-1	3
CCCCc1c(O)nc(SCC(=O)N2CCOCC2)n(-c2ccc(OC)cc2)c1=O	-0.6	1	-1.2	6	2	i	0.5	-3	6	-5
Nc1nc2nn(-c3ccccc3)nc2c(=O)[nH]1	1.8	-7	1.7	0	3	i	-0.5	3	-12	-8
Cc1nnc2n1N=C(c1ccc(OC(F)F)cc1)C(C)S2 (configuration not stated)	-0.5	-2	0.4	-2	-3	i	0.1	-3	2	1
Cc1ccc(/C=C/c2nc3sc(C(=O)O)c(C)c3c(=O)[nH]2)cc1[N+](=O)[O-]	64*	36*	2.4	99*	24	i	-0.1	5	16	89*
CC(CCl)n1c(=O)c2ccccc2n1C(=O)c1ccccc1 (configuration not stated)	-0.2	-5	1.4	x	x	x	-1.6	-1	1	x
